CASP6 VEID inh: caspase-6 (human) enzyme inhibition | 350,000 tested, 0.53% active | purified caspase-6, Z-VEID-R110 cleavage fluorescence | inhibition, % at 12.5 µM | P55212;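 active = mean inhibition across replicates at least about 35%, with every replicate also reaching that limit, limit read from the data; inconclusive = only one of the two criteria met; inactive = neither criterion met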;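 note: 0% = median of neutral control wells and 100% = no fluorescence left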
ERp5 inh: inhibitors of human ERp5. ERp5 insulin aggregation, absorbance 650 nm, 90 min. Q15084. inhibition, % at 9.99 µM. 350,000 tested, 0.05% active;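 active = mean replicate inhibition above about 25%, with every replicate also reaching it, limit read from the data, passing the limit was not always enough; inconclusive = only one of those two criteria met; inactive = neither criterion met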
DENV2 CPE rescue: inhibitors of DENV2 cytopathic effect; DENV2-infected cells, cytopathic effect rescue, plate reader; CPE inhibition, % at 9.99 µM; 350,000 tested, 1.7% active; AID 651640; in the data active = CPE inhibition above about 20%, passing the limit was not always enough; inconclusive = no clear call, values can overlap the other calls; tested in BHK-21 cells;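 note: 0% = median of neutral control wells and 100% = median of positive control wells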
miR122 inh: blocks miR-122 activity in Huh7 sensor cells; AID 602342; Huh7 miR-122 Renilla luciferase sensor, 48 h; neutral wells = 0, positive control = 100; 340,000 tested, 0.3% active; activation (reporter increase), % at 12.5 µM;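 active = mean replicate activation score at least 90 and every replicate individually at or above 90; inconclusive = only one of the two criteria met; inactive = neither criterion met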;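 note: higher luciferase means less miR-122 activity so hits act as miR-122 inhibitors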
CFTR F508del cor: CFTR F508del correction in bronchial cells; CFBE cells, YFP halide quenching; stimulated with forskolin plus potentiator P3; % fluorescence drop versus neutral controls; activity (quench increase), % at 7.58 µM; 350,000 tested, 0.36% active; AID 720511;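 active = mean added fluorescence quench of at least 8% versus neutral control, with both replicates also reaching 8%; inconclusive = only one of the mean or replicate conditions met; inactive = mean below 8% and not both replicates reaching 8%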;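 note: cells transiently co-express mutant CFTR-F508del with the halide-sensitive YFP; corrector assay measuring rescue of mutant channel to the surface after 24 h compound exposure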
SIRT5 inh: blocks human SIRT5 desuccinylation of peptide; Q9NXA8; Purified SirT5, succinyl-peptide AMC, trypsin-coupled fluorescence; inhibition, % at 15 µM; 330,000 tested, 1.1% active; AID 652115; in the data active = inhibition above about 15%; inconclusive = no clear call, values can overlap the other calls
ERAP1 inh: inhibitors of human ERAP1 aminopeptidase; 340,000 tested, 0.15% active; Q9NZ08; recombinant ERAP1, Leu-AMC fluorescence, 60 min; inhibition, % at 10.7 µM; AID 652197;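 active = mean replicate inhibition of at least 30%, or all replicates individually reaching that 30% level; inactive = mean below 30% and not every replicate reaching it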;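 note: 0% = neutral control wells and 100% = L-leucinethiol positive control wells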
Target sequence (Q9NZ08 whole entry, looked up): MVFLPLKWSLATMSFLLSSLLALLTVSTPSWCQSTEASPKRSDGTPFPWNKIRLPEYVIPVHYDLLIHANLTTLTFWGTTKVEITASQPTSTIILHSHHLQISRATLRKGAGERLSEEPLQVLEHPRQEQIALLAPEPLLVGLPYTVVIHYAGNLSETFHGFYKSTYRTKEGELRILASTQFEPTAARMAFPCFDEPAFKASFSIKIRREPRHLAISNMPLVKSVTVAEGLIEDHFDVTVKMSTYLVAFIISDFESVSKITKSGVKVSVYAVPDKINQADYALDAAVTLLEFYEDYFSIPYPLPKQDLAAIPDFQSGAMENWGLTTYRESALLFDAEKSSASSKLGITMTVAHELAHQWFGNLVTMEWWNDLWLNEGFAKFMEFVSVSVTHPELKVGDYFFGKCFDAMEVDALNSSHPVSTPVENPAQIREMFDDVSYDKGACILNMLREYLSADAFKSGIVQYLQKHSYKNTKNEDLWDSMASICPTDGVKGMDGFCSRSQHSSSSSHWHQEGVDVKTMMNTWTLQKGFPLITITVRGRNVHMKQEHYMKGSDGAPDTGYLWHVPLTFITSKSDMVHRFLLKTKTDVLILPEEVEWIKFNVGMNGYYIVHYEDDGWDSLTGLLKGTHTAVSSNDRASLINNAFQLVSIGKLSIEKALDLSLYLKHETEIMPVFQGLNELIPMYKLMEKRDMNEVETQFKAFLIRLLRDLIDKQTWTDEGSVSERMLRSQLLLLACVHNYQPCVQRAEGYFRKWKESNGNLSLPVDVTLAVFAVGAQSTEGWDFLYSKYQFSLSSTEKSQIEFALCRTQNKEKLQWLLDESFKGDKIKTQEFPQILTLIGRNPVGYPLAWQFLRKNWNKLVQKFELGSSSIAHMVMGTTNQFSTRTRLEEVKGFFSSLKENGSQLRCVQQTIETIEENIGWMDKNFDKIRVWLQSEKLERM
Active calls of the source: *; u = inconclusive; x = no result given; & = joins results of further samples; [ ] = dose if it differs, or a comment.

(1) COc1ccc(CN(C)C[C@@H]2Oc3c(NC(=O)C4CCCCC4)cccc3C(=O)N([C@H](C)CO)C[C@H]2C)cc1
(2) C[C@H](CO)N1C[C@H](C)[C@H](CN(C)Cc2ccc(C(=O)Nc3ccccc3N)cc2)Oc2ccc(NS(=O)(=O)c3ccc(Cl)cc3)cc2C1=O
(3) O=C(Nc1cccc(F)c1)N1CC(=O)N2[C@H](CO)[C@@H](c3ccc(-c4ccccc4F)cc3)[C@@H]2C1
(4) CCOC(=O)C1CCCCN1Cc1cccc(C(F)(F)F)c1 (configuration not stated)
(5) CCc1ccc(NC(=O)c2[nH]c(C)c(C(C)=O)c2C)cc1
(6) CC1(c2ccccc2)CC(C)(C)N2C(=O)C3(C(C#N)=C(N)Oc4cc(O)ccc43)c3cccc1c32 (configuration not stated)
(7) COc1ccc(CC(=O)NCC(=O)N/N=C/c2ccco2)cc1
(8) CNC[C@H]1OCCCC[C@@H](C)Oc2ccc(NC(=O)Nc3ccccc3)cc2C(=O)N([C@H](C)CO)C[C@@H]1C
(9) O=[N+]([O-])c1ccc(N/N=C2/CCCCC2c2ccccn2)cc1 (configuration not stated)
(10) O=C(C[C@@H]1CC[C@H]2[C@@H](COC[C@H](O)CN2Cc2cccc(-c3ccncc3)c2)O1)N1CCN(c2ccccc2)CC1
assay / entry,1,2,3,4,5,6,7,8,9,10
CASP6 VEID inh,1,0,-3,1,-2,-6,11,0,-2,-2
ERp5 inh,-2,7,0,-8,1,4,-10,-6,-8,-5
DENV2 CPE rescue,3,-7,-6,-2,1,-3,1,-7,5,14
miR122 inh,u,48[16.7 µM],x,x,18,2,x,8[16.7 µM],x,-2[16.7 µM]
CFTR F508del cor,-3.4,1.3,4.7,3.1,0.8,3.0,x,-1.2,1.9,2.2
SIRT5 inh,6,x,5,-5,-4,1,1,6,0,1
ERAP1 inh,3,1,1,1,-3,5,1,1,-1,-1

(11) Cc1c(C(c2ccccc2)c2c(C)n(C)n(-c3ccccc3)c2=O)c(=O)n(-c2ccccc2)n1C
(12) Cc1noc(C)c1NC(=O)Nc1ccc2c(c1)C(=O)N([C@H](C)CO)C[C@@H](C)[C@@H](CN(C)C)O2
(13) CC1CC(C)CN(C(=O)CSCC(=O)Nc2nc(-c3cccs3)cs2)C1 (configuration not stated)
(14) COCc1cc(C)nc(SCC(=O)Nc2cccc(C)c2C)c1C#N
(15) C[C@H](O)C#Cc1ccc2c(c1)O[C@H](CN(C)C(=O)c1ccncc1)[C@H](C)CN([C@H](C)CO)S2(=O)=O
(16) O=C(CCCc1ccccc1)Nc1ccnn1C1CCN(Cc2ccccc2F)CC1
(17) C/C=C/c1cnc2c(c1)C(=O)N([C@@H](C)CO)C[C@H](C)[C@H](CN(C)C(=O)Cc1ccccc1)O2
(18) COCCCNC(=S)N1CCCN(c2nc3c(C)c(C)ccc3cc2C#N)CC1
(19) O=C(Nc1ccccc1Cl)NC1(C(=O)NCc2cccnc2)CCCCC1
(20) CCOC(=O)Nc1ccc(S(=O)(=O)N2CCC(C)CC2)cc1
assay / entry,11,12,13,14,15,16,17,18,19,20
CASP6 VEID inh,5,1,-1,0,-2,-1,-5,5,-5,-2
ERp5 inh,2,-2,-6,4,-2,4,-4,4,-4,3
DENV2 CPE rescue,-5,18,-4,x,8,-7,5,6,u,x
miR122 inh,3,-4[16.7 µM],x,0,-10[16.7 µM],0,1[16.7 µM],x,x,0
CFTR F508del cor,x,-2.6,0.7,4.0,-0.9,-2.0,0.0,0.4,-1.1,-1.5
SIRT5 inh,-6,7,-1,-9,-4,-3,3,-3,-5,-1
ERAP1 inh,-1,-2,0,-4,-3,1,2,0,-7,-3

(21) CC1CCN(C(=O)c2ccccc2NS(=O)(=O)c2ccccc2)CC1
(22) CSc1ccc(/C=N/NC(=O)CN2CCN(Cc3ccc(Cl)cc3)CC2)cc1
(23) C[C@@H]1CN([C@H](C)CO)C(=O)c2cc(NC(=O)NC3CCCCC3)ccc2O[C@@H]1CN(C)C(=O)Nc1ccc2c(c1)OCO2
(24) CC(C)(C)N1C(=O)c2ccccc2NC(=O)C1C(=O)NCCc1ccccc1F (configuration not stated)
(25) COc1ccc(CN(C)C[C@@H]2OCCCC[C@@H](C)Oc3ccc(NC(=O)Nc4ccc(C(F)(F)F)cc4)cc3C(=O)N([C@@H](C)CO)C[C@@H]2C)cc1
(26) CSCC(=O)N1CCC(n2nccc2NC(=O)c2ccc3c(c2)OCO3)CC1
(27) CN(c1ccccc1)S(=O)(=O)c1cccc(C(=O)NCC(=O)Nc2ccc(F)c(F)c2F)c1
(28) Cn1c(NC(=O)CCC2CCCCC2)cc(=O)n(C)c1=O
(29) C[C@@H]1CN([C@@H](C)CO)C(=O)c2cc(NC(=O)C3CCCCC3)ccc2O[C@@H](C)CCCCO[C@H]1CN(C)Cc1ccc2c(c1)OCO2
(30) C[C@H]1CN([C@@H](C)CO)S(=O)(=O)c2ccc(-c3cccc(C#N)c3)cc2O[C@H]1CN(C)CC1CC1
assay / entry,21,22,23,24,25,26,27,28,29,30
CASP6 VEID inh,-3,2,-2,-1,-1,0,0,5,-3,-2
ERp5 inh,1,-4,-3,-1,-1,4,-10,8,7,1
DENV2 CPE rescue,-4,-3,-4,6,5,0,-2,11,-8,14
miR122 inh,11,x,-6[16.7 µM],x,-27[16.7 µM],-8,35,-10,-10[16.7 µM],-3[16.7 µM]
CFTR F508del cor,-4.0,x,-2.4,0.7,2.0,-0.1,-1.2,-2.1,1.2,1.4
SIRT5 inh,-3,-3,1,0,11,-1,-3,x,-2,0
ERAP1 inh,1,-3,0,-2,0,3,2,2,-3,2

(31) CCN(CC(=O)Nc1c(F)cccc1F)C(=O)Cc1cccs1
(32) CCOc1ccc(NC(=S)N(CCOC)C2CCN(C(C)C)CC2)cc1
(33) CSc1nsc(/C=C/Nc2ccc(C(=O)O)cc2)c1C#N
(34) Cc1[nH]nc(N=CC2=C(O)CC(C)(C)CC2=O)c1-c1ccc(Cl)cc1
(35) Cc1cc(C=O)c(C)n1-c1ccc(Cl)c(C(=O)O)c1
(36) COc1ccc(-n2nc3c(=O)[nH][nH]c3cc2=O)cc1
(37) COCCCNc1oc(-c2ccccc2F)nc1C#N
(38) Cc1ccccc1C(=O)c1c[nH]c(C(=O)N2CCN(c3ccccc3F)CC2)c1
(39) CC1(C)CC2CC(C)(CN2C(=O)COC(=O)c2ccc(Cl)c(N)c2)C1 (configuration not stated)
(40) COc1ccc(C(=O)N2C[C@H]3[C@@H](c4ccccc42)[C@H](CO)N3C(=O)NC(C)C)cc1
assay / entry,31,32,33,34,35,36,37,38,39,40
CASP6 VEID inh,-82,-2,6,5,54*,19,-1,1,3,0
ERp5 inh,5,2,4,-6,4,3,-2,11,0,2
DENV2 CPE rescue,-1,-6,x,10,2,5,25*,6,-6,0
miR122 inh,-4,3,x,-8&4,4,0,-2,0,-21,-7[16.7 µM]
CFTR F508del cor,2.4,-1.4,-0.8,-1.5,-0.5,-2.6,0.0,-1.7,-0.5,0.1
SIRT5 inh,0,1,3,x,7,-1,x,-6,0,2
ERAP1 inh,0,-1,-4,0,32*,2,-4,8,-5,-4

Some of these compounds in order of the CFTR F508del cor value, lowest first.
No.	canonical_smiles	CASP6 VEID inh	ERp5 inh	DENV2 CPE rescue	miR122 inh	CFTR F508del cor	SIRT5 inh	ERAP1 inh
34	Cc1[nH]nc(N=CC2=C(O)CC(C)(C)CC2=O)c1-c1ccc(Cl)cc1	5	-6	10	-8&4	-1.5	x	0
33	CSc1nsc(/C=C/Nc2ccc(C(=O)O)cc2)c1C#N	6	4	x	x	-0.8	3	-4
35	Cc1cc(C=O)c(C)n1-c1ccc(Cl)c(C(=O)O)c1	54*	4	2	4	-0.5	7	32*

Continued:
(41) C[C@H]1CN([C@@H](C)CO)C(=O)c2cc(-c3ccccc3)cnc2O[C@@H]1CN(C)C(=O)Cc1ccccc1
(42) COc1cccc(NC(=O)c2cnc[nH]2)c1
(43) CCc1ccccc1OCC(=O)Nc1nnc(C2CC2)s1
(44) COCC#Cc1cnc2c(c1)C(=O)N([C@@H](C)CO)C[C@@H](C)[C@@H](CN(C)C(=O)c1ccc(F)cc1)O2
(45) Cc1csc(=O)n1CC(=O)OC(C)C(=O)Nc1ccc(N(C)C)cc1 (configuration not stated)
(46) O=C(NCC[C@@H]1CC[C@H](NC(=O)C2CCCCC2)[C@@H](CO)O1)c1cnccn1
(47) CCCNC(=O)c1cc(Cl)c(NC(=O)C2=CSCCO2)cc1OC
(48) CCOCCCNC(=S)NC1CC2CCC(C1)N2Cc1ccccc1 (configuration not stated)
(49) COc1ccc(Nc2nc(-c3c[nH]c4ccccc34)cs2)cc1
(50) CCOc1ccc2oc(C(=O)OCC(=O)N3CCCC(C)C3)c(C)c2c1 (configuration not stated)
assay / entry,41,42,43,44,45,46,47,48,49,50
CASP6 VEID inh,0,0,0,0,0,-2,0,x,-23,6
ERp5 inh,14,-4,1,1,-5,-5,-5,8,-4,-6
DENV2 CPE rescue,-2,2,-6,13,-1,-4,4,0,-1,11
miR122 inh,6[16.7 µM],x,-3,-3[16.7 µM],-6,x,2,-7,x,-3
CFTR F508del cor,0.9,0.2,-2.9,4.3,1.1,-2.1,0.0,3.8,2.4,0.0
SIRT5 inh,-3,-2,x,31*,-1,-8,1,-1,6,-7
ERAP1 inh,2,0,1,1,-6,1,-2,-3,0,5

(51) Cc1ccc(C23CCC(=O)N2C(C(=O)O)CS3)c(C)c1 (configuration not stated)
(52) Cc1ccc(S(=O)(=O)N(C)CCCC(=O)NC(C)(C)CO)cc1
(53) O=C(O)CN1C(=O)S/C(=C\c2ccc3c(c2)OCO3)C1=O
(54) COc1ccc(CN2C[C@@H](C)[C@H](OC)CN(C)C(=O)c3ccc(NC(=O)C4CC4)cc3OC[C@H]2C)cc1
(55) CN(C)c1ccc(-c2ccnc3c2CC(C)(C(=O)Nc2cccc(N(C)C)c2)O3)cc1 (configuration not stated)
(56) O=[N+]([O-])c1cc(F)cc(F)c1Nc1ccc(F)cc1
(57) O=C(NCc1ccncc1)c1ccc(N2CCCC2)c([N+](=O)[O-])c1
(58) CC(C)(C)C(=O)Nc1ccc(S(=O)(=O)N2CCCC2)cc1
(59) COc1cccc(C(C(=O)NC2CCCCC2)N(C(=O)CNC(=O)c2ccco2)c2cccnc2)c1 (configuration not stated)
(60) O=C(CN1CCCCC1)NNc1nc(-c2ccccc2)c2cc(Br)ccc2n1
(61) C[C@@H](O)C#Cc1ccc([C@H]2[C@@H](CO)N3CCCCN(C(=O)c4ccncc4)C[C@H]23)cc1
(62) COc1ccc(CNC(=O)C[C@@H]2CC[C@H](NS(=O)(=O)c3cccc(OC)c3)[C@H](CO)O2)cc1
(63) C#CCOCCOCCOCCNc1nc(N2CCN(C(=O)[C@H](CC(N)=O)n3cc([C@@H](N)CC(N)=O)nn3)CC2)nc(N2CCN(C(=O)[C@H](CC(N)=O)n3cc([C@@H](N)CC(N)=O)nn3)CC2)n1
assay / entry,51,52,53,54,55,56,57,58,59,60,61,62,63
CASP6 VEID inh,1,-9,3,0,1,-2,-6,-3,0,1,0,-1,-163
ERp5 inh,3,-14,-3,-3,0,6,-3,2,1,-4,0,-5,3
DENV2 CPE rescue,1,1,14,10,4,2,2,4,-6,0,-8,-5,-10
miR122 inh,0,9,x,-1[16.7 µM],-1,x,x,7,1,-5,2[16.7 µM],x,-3
CFTR F508del cor,-3.0,-1.4,-0.5,-8.2,0.6,-1.7,x,-1.7,-1.8,-0.4,-2.9,1.9,1.9
SIRT5 inh,2,27*,4,-3,-3,-2,1,-2,0,0,-1,-6,x
ERAP1 inh,1,-2,x,3,1,-1,-2,1,-2,5,3,1,-8

Reformatted: entries from further up
cpd	structure	CASP6 VEID inh	ERp5 inh	DENV2 CPE rescue	miR122 inh	CFTR F508del cor	SIRT5 inh	ERAP1 inh
62	COc1ccc(CNC(=O)C[C@@H]2CC[C@H](NS(=O)(=O)c3cccc(OC)c3)[C@H](CO)O2)cc1	-1	-5	-5	x	1.9	-6	1
63	C#CCOCCOCCOCCNc1nc(N2CCN(C(=O)[C@H](CC(N)=O)n3cc([C@@H](N)CC(N)=O)nn3)CC2)nc(N2CCN(C(=O)[C@H](CC(N)=O)n3cc([C@@H](N)CC(N)=O)nn3)CC2)n1	-163	3	-10	-3	1.9	x	-8

Compound activity: PubChem BioAssay, Broad Institute
